Compound activity as filed in PubChem.
Gli-Sufu antag – blocks Gli-Sufu signaling in a luciferase reporter; inhibition, % at 5 µM; actives 0.74% (n = 340,000); Sufu-KO-LIGHT fibroblasts, Gli luciferase reporter luminescence;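 active = inhibition above about 55%, limit read from the data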;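 also: 0% = DMSO-treated cells and 100% = wells with medium but no cells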
APOBEC3A inh – blocks human APOBEC3A ssDNA deamination. P31941. recombinant A3A, FAM/TAMRA ssDNA deamination fluorescence. inhibition, % at 20 µM. actives 0.41% (n = 330,000);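 active = at least 40% inhibition at 20 µM here, with at most 30% in a related deaminase screen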;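 also: plate controls were A3A with DMSO for no effect and wells lacking A3A enzyme for full effect; some results filed as inactive read as strong as hits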
Target sequence (P31941 whole entry, looked up): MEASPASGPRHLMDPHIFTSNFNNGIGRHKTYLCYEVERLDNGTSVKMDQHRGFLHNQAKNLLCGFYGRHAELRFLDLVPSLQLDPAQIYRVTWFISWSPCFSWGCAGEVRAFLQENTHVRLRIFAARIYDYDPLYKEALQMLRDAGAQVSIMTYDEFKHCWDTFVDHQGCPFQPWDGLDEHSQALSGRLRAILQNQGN
A3G deaminase – blocks human APOBEC3G single-stranded DNA deamination; Q9HC16; AID 493012; recombinant A3G, ssDNA deamination FAM/TAMRA fluorescence; actives 0.28% (n = 330,000); inhibition, % at 20 µM;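 active = inhibition of at least 40% at 20 µM, with no more than 30% in the related APOBEC3A deaminase screen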;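 also: plate controls were DMSO wells with A3G for no effect and wells lacking A3G enzyme for full effect; some compounds called inactive have numbers as strong as hits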
Target sequence (Q9HC16 whole entry, looked up): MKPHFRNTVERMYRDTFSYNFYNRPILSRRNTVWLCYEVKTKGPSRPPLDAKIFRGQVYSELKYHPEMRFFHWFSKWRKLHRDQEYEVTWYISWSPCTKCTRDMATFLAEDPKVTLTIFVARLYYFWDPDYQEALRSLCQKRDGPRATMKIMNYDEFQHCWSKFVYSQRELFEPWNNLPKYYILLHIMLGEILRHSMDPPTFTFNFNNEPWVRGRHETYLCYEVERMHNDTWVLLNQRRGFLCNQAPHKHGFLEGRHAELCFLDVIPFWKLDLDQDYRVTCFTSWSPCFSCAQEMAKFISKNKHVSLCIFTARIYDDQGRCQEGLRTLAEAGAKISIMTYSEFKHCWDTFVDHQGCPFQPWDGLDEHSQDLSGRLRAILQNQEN
CCR6 antag – antagonists of human CCR6 receptor. actives 0.49% (n = 340,000). inhibition, % at 20 µM. CHO-K1 CCR6 PathHunter beta-arrestin, luminescence, CCL20-stimulated. P51684;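 active = compounds whose inhibition of the agonist-driven luminescence signal at 20 µM reaches about 50%, limit read from the data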;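 also: cells stimulated with CCL20 at 14 nM final; plate controls were DMSO with CCL20 for no effect and DMSO without agonist for full effect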
EBI2 block – antagonists of human EBI2 receptor. actives 0.81% (n = 360,000). inhibition, % at 5 µM. EBI2 beta-arrestin recruitment, luminescence, 7a,25-OHC stimulated. P32249; in the data active = inhibition above about 38%;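 also: enzyme fragment complementation signal reports receptor beta-arrestin coupling in cells; 0% = agonist plus DMSO wells and 100% = wells without agonist; some results beyond the cut were filed as inactive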
CXCR6 block – blocks human CXCR6 beta-arrestin recruitment. O00574. actives 0.36% (n = 360,000). inhibition, % at 20 µM. CHO-K1 PathHunter CXCR6 beta-arrestin, luminescence. AID 602244; in the data active = inhibition above about 34%, passing the limit was not always enough;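 also: antagonist mode with CXCL16 agonist at 10 nM final; 0% = 10 nM CXCL16 with DMSO and 100% = unstimulated wells without agonist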
Target sequence (O00574 whole entry, looked up): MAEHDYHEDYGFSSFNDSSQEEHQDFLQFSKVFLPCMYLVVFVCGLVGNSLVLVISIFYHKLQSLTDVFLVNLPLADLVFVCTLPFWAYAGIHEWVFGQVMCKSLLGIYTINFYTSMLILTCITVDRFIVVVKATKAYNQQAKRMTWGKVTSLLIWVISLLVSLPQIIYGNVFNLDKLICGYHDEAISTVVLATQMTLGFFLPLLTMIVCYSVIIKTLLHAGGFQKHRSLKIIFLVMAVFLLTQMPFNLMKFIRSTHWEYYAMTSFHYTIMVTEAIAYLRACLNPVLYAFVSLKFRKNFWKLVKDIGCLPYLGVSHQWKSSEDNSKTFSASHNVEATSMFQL
MPTP inh – blocks calcium-induced mitochondrial swelling. isolated mouse mitochondria, Ca2+ swelling absorbance, 30 min. inhibition, % at 10 µM. actives 1.4% (n = 360,000);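 active = inhibition of 50% or more, scaled per plate between neutral and stimulator controls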;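 also: 0% = DMSO wells given calcium and 100% = 1 mM EGTA wells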
GRIN3A LBD mod – modulators (binders) of human NR3A ligand-binding domain; Tm shift relative to glycine control, % at 25 µM; NR3A LBD differential scanning fluorimetry, Tm shift; 0% = protein alone, 100% = glycine-bound protein; AID 1259313; actives 2.5% (n = 340,000);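 active = melting temperature shift of at least 10% of the positive control shift, at one fixed dose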
* marks the source's active call; other numbers are inactive results; nt = not tested or not shown; & = joins results of further samples. Rows are unselected (roughly 5.8% active in at least one column).

compound	GRIN3A LBD mod	Gli-Sufu antag	MPTP inh	APOBEC3A inh	CCR6 antag	CXCR6 block	A3G deaminase	EBI2 block
O=C(Nc1cccc(Cl)c1)c1nc[nH]c1C(=O)N1CCc2ccccc2C1	-1	-4	1.1	-2	6	23	-10	-11
CS(=O)(=O)N1CCC(Oc2cccc(C(=O)NCCCC3CCCC3)c2)CC1	-2	17	2.2	-5	8	-8	1	1
COc1cc(C(=O)N2CCN(C(=O)C(Cc3cc(C)ccc3C)NC(C)=O)CC2)cc(OC)c1OC (centres undefined)	-1	-4	-1.6	0	-10	1	-4	-12
C=CCN1C(=O)/C(=C/c2ccccc2)S/C1=N/c1nccs1	1	-2	2.6	3	17	3	8	57*
O=C(Oc1ccc(NC2=C(Cl)C(=O)c3ccccc3C2=O)cc1)c1ccc([N+](=O)[O-])cc1	-1	4	13	nt	3	3	nt	9
COc1ccc(NC(=O)c2ccc(OC)c(S(=O)(=O)N3CCCCC3C)c2)cn1 (centres undefined)	-3	2	-0.2	-3	5	-5	-7	-1
O=C(NC(=O)c1ccccc1O)c1ccc(C(F)(F)F)cc1	0	-15	46	-3	-4	4	-5	-1
CCOc1ccc(C(=O)NCC2CCCN2S(=O)(=O)c2cccs2)cc1 (centres undefined)	0	1	0.6	-4	18	4	-10	-2
O=C(N/N=C/c1cc([N+](=O)[O-])ccc1O)c1cccc(NC(=O)c2cccc(Cl)c2)c1	5	-5	5.5	5	33	22	-14	8
CCN(CC)C(=O)c1ccc2c(=O)n(Cc3ccc4c(c3)OCO4)c(=S)[nH]c2c1	-3	11	-0.2	-1	7	12	-5	6
COc1cccc(N2CCN(CC(=O)Nc3nnc(-c4ccccc4)s3)CC2)c1	-3	3	0.4	-4	-19	-14	-3	3
COc1cc(S(=O)(=O)NCc2ccc3c(c2)OCO3)c(OC)cc1C	-2	23	0.2	-5	2	1	1	-3
Cc1cc(C)cc(NC(=S)N2CCC(NC(=O)c3ccc(F)cc3)CC2)c1	-1	-11	-1.2	-3	1	9	-7	-13
O=C(c1ccc(NS(=O)(=O)c2ccccc2)cc1)N1CCCC1	0	-8	0.4	6	-3	-16	4	0
COc1cccc(N2CCN(c3c4c(nc5ncnn35)CCC4)CC2)c1	5	24	5.1	2	20	-2	-3	-11
CC(=O)Nc1ccc(Sc2ccccc2C(=O)O)cc1	0	10	-0.6	1	7	3	0	8
COc1cc(C2=Nc3ccc(Br)cc3C(c3ccccc3)N2CC(=O)NN)cc(OC)c1OC (centres undefined)	-5	-1	-1.0	-5	9	-2	-4	11
CCOc1ccc2[nH]c(=O)c(CN(CCO)C(c3nnnn3C3CCCCC3)C(C)C)cc2c1 (centres undefined)	3	11	1.7	nt	7	4	nt	0
O=C(O)c1cccc2c1C(=O)N(CC1CCCO1)C2 (centres undefined)	-1	-14	0.8	-5	2	-2	-8	-11
O=C(C1CC1)N(CCN(Cc1ccccc1)C(=O)C1CC1)Cc1ccccc1	-1	12	2.3	-2	12	3	-4	12
O=C1OCC2=C1C(c1ccc(F)cc1)CC(=O)N2c1ccccc1 (centres undefined)	nt	nt	10	-4	nt	-2	-8	8
Cc1cc(C)c(C(=O)COC(=O)Cn2cnnn2)cc1C	0	-10	-1.2	0	-2	-11	-2	-11
CC(CC(=O)C1C(C)C=CCC1(C)C)NNC(N)=O (centres undefined)	0	4	2.9	1	-5	6	-5	-7
CCOC(=O)c1[nH]c(C)c(C(=O)N2CCCC(Nc3ccc(C)c(C)c3)C2)c1C (centres undefined)	-4	-18	0.7	0	10	11	3	-2
COc1ccc(C(=O)Nc2ccc(C(=O)OCC(=O)c3ccccc3)cc2)cc1	-13	-26	1.0	11	14	9	0	-1
CCC1CCCCN1C(=O)CSc1nnc(-c2ccc(OC)cc2)o1 (centres undefined)	0	-9	-0.9	-1	-4	-3	-7	12
O=C(Nc1cccc(O)c1)c1ccc(S(=O)(=O)N2CCCCCC2)cc1	2	-13	0.5	1	9	1	4	10
OCCNc1nc(Cl)nc(NCc2ccco2)n1	0	5	1.1	-9	1	-5	-9	7
COc1cccc(CC(NC(C)=O)C(=O)NC2CCN(c3nnnn3-c3ccccc3)CC2)c1 (centres undefined)	1	2	-1.5	-1	4	-9	-5	-11
Fc1ccc(Oc2ccnc(Cl)n2)c(Cl)c1	-1	-2	nt	-3	2	nt	-4	nt
Cc1cccc(NC(=S)c2nc3ccccc3s2)c1	-11	-31	2.0	-4	39	14	7	-2
O=C1C(=O)N(CCO)C(c2ccccc2)/C1=C(\O)c1ccccc1 (centres undefined)	-1	4	-3.0	-3	6	-2	-3	0
O=C(NCc1ccc(Cl)cc1)C1CCC(CNS(=O)(=O)c2ccccc2)CC1 (centres undefined)	7	0	-0.4	-4	14	-6	-5	59*
Cc1onc(-c2c(F)cccc2Cl)c1C(=O)NNC(=O)C1CCN(Cc2cccc(F)c2)CC1	-1	11	0.3	-3	7	2	-9	2
COc1ccc(OC)c(C2C(C#N)=C(N)Oc3cc(C)[nH]c(=O)c32)c1 (centres undefined)	0	1	1.7	1	-28	0	9	-4
COc1ccc2c(c1)CCC/C2=N\Nc1nc(C(=O)NN)cs1	2	-8	-0.4	-6	-4	-15	-10	5
O=C1C2ON(c3ccc(Br)cc3)C(c3cccnc3)C2C(=O)N1C1CCCCC1 (centres undefined)	-21	6	-0.5	0	-11	-6	-3	1
Cc1noc(C)c1CCC(=O)O	0	1	0.4	-1	1	3	-9	9
CC1CCN(CCCNC(=O)Cn2ncc3c([nH]c4ccccc43)c2=O)CC1	-1	31	-0.8	-2	7	0	-5	-5
COC(=O)Cn1c(=O)c2c(nc(Br)n2Cc2ccccc2Cl)n(C)c1=O	-1	-9	-0.3	-3	7	-5	-4	3
CC1=NN(c2ccc(C(=O)O)cc2)C(=O)/C1=C\c1ccc(OC(=O)c2cccs2)cc1	14*	-5	-0.7	-3	3	-16	-6	-4
COc1ccc(C/C(N)=N/OC(=O)Cc2ccccc2)cc1	1	-3	0.7	2	11	-10	4	-1
COCCCn1c(=O)c2sccc2n2c(CCCC(=O)N(C)Cc3ccco3)nnc12	-3	25	-0.1	0	8	1	-3	-2
O=C1CCN(CCc2ccccc2)CCN1[C@H](COc1ccccc1)Cc1ccccc1	0	32	1.1	0	26	-3	5	19
O=C(Nc1cccc(Cl)c1)NC1(C(=O)NCc2cccs2)CCCCC1	1	-6	81*	5	4	1	2	-3
CC(C)CC1Nc2ncnc(N3CCOCC3)c2N(Cc2ccc(Cl)cc2)C1=O (centres undefined)	1	12	0.4&1.2	-1	3	13&1	-5	-2&-3
CCOc1ccc(CN(C)CC(=O)NCc2ccc(F)cc2)cc1	1	-3	0.6	-3	-1	2	-9	3
CCOC(=O)C1CCN(c2c(NCc3ccc(C(=O)N(C)Cc4ccccc4)cc3)c(=O)c2=O)CC1	-1	-1	5.3	-3	16	4	-4	-12
Cc1[nH]nc2c1C(c1c[nH]c3ccccc13)C(C#N)=C(N)O2 (centres undefined)	0	-4	2.0	-3	6	9	-7	6
NC(=O)Cn1c2[n+](c3ccccc31)CC(O)CS2 (centres undefined)	4	1	13	2	8	2	3	2
c1ccc2c(c1)ccc1nnc(SCc3ccc4c(c3)OCCO4)n12	-1	4	-3.0	2	10	0	-3	4
O=C(C1=C[C@@H](c2coc3ccccc3c2=O)C[C@@H](OCCCCO)O1)N1CCOCC1	0	-3	-1.3	1	1	4	-7	-8
CN(CC(=O)Nc1ccccc1Cl)C(=O)CSc1nnc(-c2ccco2)n1C	1	0	-0.4	10	-3	-14	-5	-17
COCCCNCCCCOc1c(Cl)cc(C)cc1Br	-2	13	0.2	-4	-2	6	-3	2
O=C(c1cn(Cc2ccccc2)nc1-c1ccc(Cl)cc1)N1CCN(c2ccccn2)CC1	-4	2	-0.8	-4	10	7	-8	11
O=S(=O)(NCCC1=CCCCC1)c1ccc(OC(F)(F)F)cc1	-14	-2	2.1	-3	-3	-2	-11	5
C=C(C)C1CC=C(C)/C(=N/NC(=O)C2CC2c2ccccc2)C1 (centres undefined)	-2	-3	1.5	1	13	1	-11	1
O=C(CC1CS(=O)(=O)CC1CC(=O)Oc1ccccc1F)Oc1ccccc1F (centres undefined)	1	-9	-0.6	2	9	4	2	15
Cc1ccc(OCC(=O)Nn2c(C)nc3ccccc3c2=O)c(C(C)C)c1	nt	-6	42	-1	6	-10	-1	-5

One compound at a time, from the list above:
CCOC(=O)c1[nH]c(C)c(C(=O)N2CCCC(Nc3ccc(C)c(C)c3)C2)c1C (centres undefined) is listed as GRIN3A LBD mod: -4; Gli-Sufu antag: -18; MPTP inh: 0.7; APOBEC3A inh: 0; CCR6 antag: 10; CXCR6 block: 11; A3G deaminase: 3; EBI2 block: -2
CC1=NN(c2ccc(C(=O)O)cc2)C(=O)/C1=C\c1ccc(OC(=O)c2cccs2)cc1 is listed as GRIN3A LBD mod: 14*; Gli-Sufu antag: -5; MPTP inh: -0.7; APOBEC3A inh: -3; CCR6 antag: 3; CXCR6 block: -16; A3G deaminase: -6; EBI2 block: -4

An excerpt of these results, field by field:
Cc1cccc(NC(=S)c2nc3ccccc3s2)c1
  GRIN3A LBD mod: -11; Gli-Sufu antag: -31; MPTP inh: 2.0; APOBEC3A inh: -4; CCR6 antag: 39; CXCR6 block: 14; A3G deaminase: 7; EBI2 block: -2

O=C1C(=O)N(CCO)C(c2ccccc2)/C1=C(\O)c1ccccc1 (centres undefined)
  GRIN3A LBD mod: -1; Gli-Sufu antag: 4; MPTP inh: -3.0; APOBEC3A inh: -3; CCR6 antag: 6; CXCR6 block: -2; A3G deaminase: -3; EBI2 block: 0

O=C(NCc1ccc(Cl)cc1)C1CCC(CNS(=O)(=O)c2ccccc2)CC1 (centres undefined)
  GRIN3A LBD mod: 7; Gli-Sufu antag: 0; MPTP inh: -0.4; APOBEC3A inh: -4; CCR6 antag: 14; CXCR6 block: -6; A3G deaminase: -5; EBI2 block: 59*

Cc1onc(-c2c(F)cccc2Cl)c1C(=O)NNC(=O)C1CCN(Cc2cccc(F)c2)CC1
  GRIN3A LBD mod: -1; Gli-Sufu antag: 11; MPTP inh: 0.3; APOBEC3A inh: -3; CCR6 antag: 7; CXCR6 block: 2; A3G deaminase: -9; EBI2 block: 2
